# Assay outcomes deposited in PubChem BioAssay by several laboratories.
# VLA-4 inh = inhibition in human VLA-4 binding assay, primary screen, VLA-4 allosteric modulator project, MLPCN library, flow cytometry, VLA-4 expressing cells; ligand binding flow cytometry; inhibition, % (about 7 µM as worked out from the volumes in the protocol); 330,000 compounds, 0.2% hits; AID 2557, 2010; in the data active = inhibition above about 50%
# GASC-1 inh = inhibitors of GASC-1 histone demethylase, primary screen, biochemical, fluorescence, DELFIA europium. AID 2099, 2009. 330,000 compounds, 0.069% hits. inhibition, % at 2.35 µM. Lysine-specific demethylase 4C (Homo sapiens), Q9H3R0. GST-JMJD2C(1-420) H3K9me3 demethylation;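 active = more than half of a compound's replicate wells show inhibition beyond 50%, single wells judged on their own value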;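 also: signal counts dimethyl H3K9 product captured on neutravidin plate; 0% = median of DMSO wells and 100% = 0.3 times that DMSO median; strong numbers were not always called active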
# Target sequence (Q9H3R0 1-420 limits assumed): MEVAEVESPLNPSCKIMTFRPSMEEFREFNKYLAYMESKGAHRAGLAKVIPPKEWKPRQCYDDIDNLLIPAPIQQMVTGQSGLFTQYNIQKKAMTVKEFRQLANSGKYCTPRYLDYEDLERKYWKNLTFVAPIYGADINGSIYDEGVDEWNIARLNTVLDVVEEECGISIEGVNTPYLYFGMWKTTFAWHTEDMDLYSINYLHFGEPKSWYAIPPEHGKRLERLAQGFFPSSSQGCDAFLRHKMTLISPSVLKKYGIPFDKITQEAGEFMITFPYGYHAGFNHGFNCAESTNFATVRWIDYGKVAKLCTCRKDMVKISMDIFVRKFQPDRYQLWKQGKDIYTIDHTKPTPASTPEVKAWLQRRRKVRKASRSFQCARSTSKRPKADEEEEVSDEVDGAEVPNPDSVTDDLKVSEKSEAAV
# AGP1 TOR yeast = modulators of AGP1-GFP expression in yeast TOR pathway, primary screen, cell-based, multiplex flow cytometry, S. cerevisiae, MLPCN library. 320,000 compounds, 0.02% hits. GFP response vs DMSO, % at 10 µM. 3 h; GFP as percent of DMSO wells. AID 2066, 2009;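 active = GFP response relative to DMSO above a set limit, near screen average plus 3 SD, cut at about 150% in these data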;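 also: median GFP channel fluorescence of the gated AGP1 strain per well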
# RPL19A-GFP yeast = RPL19A-GFP expression modulators in yeast, primary screen, cell-based, S. cerevisiae, multiplex flow cytometry, MLPCN; 330,000 compounds, 0.3% hits; percent response vs DMSO, % at 10 µM; S. cerevisiae RPL19A-GFP strain, 3 h; active compounds read low;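 active = percent response vs DMSO below 50%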;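 also: median channel GFP fluorescence of the barcoded RPL19A-GFP strain; ratio of sample median GFP to plate DMSO average so 100% = DMSO; lower means less RPL19A-GFP as with rapamycin TOR inhibition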
# GRK2 inh = compounds blocking aptamer binding on GRK2 – biochemical, human GRK2, bead flow cytometry, HTS, primary screen; Beta-adrenergic receptor kinase 1 (Homo sapiens), P25098; FAM-aptamer displacement from GRK2; inhibition of aptamer binding, % at 10 µM; 330,000 compounds, 0.59% hits; AID 488847, 2010;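 active = inhibition of aptamer binding above 40%, roughly 3 SD of noise, on plates passing a quality check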;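 also: median bead fluorescence of bound FAM aptamer so fluorescent compounds give negative values; no value below 0 was filed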
# Target sequence (P25098 whole entry, looked up): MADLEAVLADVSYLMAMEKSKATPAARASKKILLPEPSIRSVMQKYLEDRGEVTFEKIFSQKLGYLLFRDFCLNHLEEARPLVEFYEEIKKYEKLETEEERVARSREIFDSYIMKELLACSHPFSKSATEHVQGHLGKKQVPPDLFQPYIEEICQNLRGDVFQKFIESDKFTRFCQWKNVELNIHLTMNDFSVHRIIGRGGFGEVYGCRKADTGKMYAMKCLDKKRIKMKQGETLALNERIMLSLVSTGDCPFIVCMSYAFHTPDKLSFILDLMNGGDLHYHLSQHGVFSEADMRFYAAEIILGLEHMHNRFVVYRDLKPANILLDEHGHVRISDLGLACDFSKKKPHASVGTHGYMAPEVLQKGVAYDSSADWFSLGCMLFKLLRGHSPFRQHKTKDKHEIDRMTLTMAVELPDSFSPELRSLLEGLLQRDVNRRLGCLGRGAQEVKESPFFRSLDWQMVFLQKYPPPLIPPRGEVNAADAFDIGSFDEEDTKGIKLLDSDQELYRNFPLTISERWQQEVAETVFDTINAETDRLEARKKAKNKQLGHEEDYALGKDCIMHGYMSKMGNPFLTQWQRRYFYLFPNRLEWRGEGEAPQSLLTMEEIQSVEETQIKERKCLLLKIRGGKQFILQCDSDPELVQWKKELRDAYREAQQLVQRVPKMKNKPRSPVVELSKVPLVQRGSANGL
# CIT2 TOR yeast = modulators of CIT2-GFP expression in yeast, primary screen, S. cerevisiae, GFP fusion, multiplex flow cytometry, MLPCN library | S. cerevisiae CIT2-GFP strain, 3 h; 100 means same as DMSO wells | GFP response vs DMSO, % at 10 µM | 320,000 compounds, 0.065% hits | AID 2029, 2009;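 active = GFP response relative to DMSO above a set limit, near the screen mean plus 3 SD, cut at about 150% in these data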;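 also: ratio of well median GFP fluorescence to mean of DMSO wells on the plate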
# MEP2 TOR yeast = modulators of MEP2-GFP levels in yeast, primary screen, S. cerevisiae, multiplex flow cytometry, MLPCN library; S. cerevisiae MEP2-GFP strain, 3 h; 100% = DMSO control level; GFP response vs DMSO, % at 10 µM; 330,000 compounds, 0.51% hits; AID 2016, 2009;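 active = GFP response versus DMSO above a set limit, roughly screen mean plus 3 SD, cut at about 180% in these data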;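 also: median GFP fluorescence of the barcode-gated MEP2-GFP cells per well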
# LAP4-GFP MLPCN = modulators of LAP4-GFP expression in yeast, primary screen, S. cerevisiae, multiplex flow cytometry, MLPCN library; 3 h; median GFP as percent of DMSO wells; 320,000 compounds, 0.34% hits; GFP response vs DMSO, % at 10 µM;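 active = GFP response vs DMSO above a set limit, about the screen mean plus 3 SD, cut at about 150% in these data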
# * hit, by the source's call; i = inactive; nt = no result given; & = joins results of further samples. A portion of the library. The share of hits here may be higher or lower than overall.
SMILES,VLA-4 inh,GASC-1 inh,AGP1 TOR yeast,RPL19A-GFP yeast,GRK2 inh,CIT2 TOR yeast,MEP2 TOR yeast,LAP4-GFP MLPCN
O=C(c1cc2cc3ccc(Cl)cc3nc2o1)N1CCC2(CC1)OCCO2,0,12,91,95,0,82,94,104
COC(=O)C1=C(c2ccc(F)cc2OCc2ccccc2)C[C@@H]2CC[C@H]1N2C(=O)NCc1ccccc1,-16,-5,101,95,3,110,99,99
N#CCC(=O)NN1Cc2ccccc2C1=N,0,5,95,100,0,84,99,100
COc1cc(C(=O)OC2C[C@H]3CC[C@@H](C2)N3)ccc1O (some centres not stated),2,-7,104,105,0,108,108,99
CC(=O)Nc1ccc2c(c1)CC1(C(=O)N(C)C(=O)N(C)C1=O)C1CCCN21 (configuration not stated),22,5,97,93,3,98,92,89
Cc1ccc(N2C(=O)/C(=C/N3CCN(C(=O)c4ccco4)CC3)C(=O)NC2=S)cc1C,17,-7,85,91,4,81,87,85
CN1/C(=C\C=Nc2ccccc2)C(C)(C)c2ccccc21,i,3,93,95,0,96,101,95
O=C1NC(=O)N(Cc2ccco2)C(=O)/C1=C\c1cccn1CCOc1ccccc1,1,-8,101,93,5,85,97,111
S=C1NC2(CCCCC2)NC12CCCCC2,1,-3,93,103,2,103,106,93
O=C(C(=O)N1CCOCC1)c1cn(Cc2ccccc2Cl)c2ccccc12,-13,-8,94,94,0,83,87,93
C[C@]12CC[C@H](O)CC1=CC[C@@H]1[C@@H]2CC[C@]2(C)C(=O)CC[C@@H]12,10,-1,85,101,1,93,92,120
COC(=O)C1=C(c2ccccc2)C[C@@H]2CC[C@H]1N2C(=O)N1CCC(C)CC1,18,-11,87,99,2,91,89,108
NC(=O)c1cc(N2CC2)c([N+](=O)[O-])cc1[N+](=O)[O-],2,18,97,105,0,95,99,113
COC(=O)C1=C(c2ccc(F)cc2OCc2ccccc2)C[C@@H]2CC[C@H]1N2C(=O)NCc1ccco1,15,7,84,95,0,91,95,87
Cc1ccc2c(c1)N(N=O)CCC2,3,10,94,100,1,96,88,86
O=c1[nH]c2ccccc2n1C1CCN(CCCC(c2ccc(F)cc2)c2ccc(F)cc2)CC1,13,-5,89,96,0,84,102,107
CN(C)C(=O)Oc1ccc2c(c1)O/C(=C\c1ccccc1)C2=O,-3,-5,100,103,2,107,98,105
COC(=O)c1ccc(N2C(=O)CC(N3CCC(n4c(=O)[nH]c5ccccc54)CC3)C2=O)cc1 (configuration not stated),23,3,98,95,0,109,85,95
CN(C)c1ccc(/C=C2\C(=O)NC(=O)N(Cc3ccc(F)cc3)C2=O)cc1,-5,19,107,100,1,92,97,117
CCOP(=O)(OCC)C(O)c1ccc(N(C)C)cc1 (configuration not stated),-6,-1,104,101,0,102,98,96
C=CCn1c(O)c(C(CC)=Nc2ccccc2NC(C)=O)c(=O)[nH]c1=O,4,3,108,111,1,104,104,117
O=C(N/N=C/c1c(O)n(-c2ccccc2)c(=O)[nH]c1=O)c1ccncc1,-10,1,97,104,4,104,96,89
COCCCNC(=O)c1c(NC(=O)c2ccco2)n(Cc2ccccc2)c2nc3ccccc3nc12,14,-15,102,109,6,107,108,111
NC(=O)c1cn(C2CCCCC2)c2ccccc2c1=O,0,-9,96,104,2,101,103,89
CCC(CO)(C(=O)OC1CC2CCC(C1)N2C)c1ccccc1 (configuration not stated),-2,6,100,102,2,109,107,90

# Pulled by structure from above:
SMILES,VLA-4 inh,GASC-1 inh,AGP1 TOR yeast,RPL19A-GFP yeast,GRK2 inh,CIT2 TOR yeast,MEP2 TOR yeast,LAP4-GFP MLPCN
COCCCNC(=O)c1c(NC(=O)c2ccco2)n(Cc2ccccc2)c2nc3ccccc3nc12,14,-15,102,109,6,107,108,111
O=C1NC(=O)N(Cc2ccco2)C(=O)/C1=C\c1cccn1CCOc1ccccc1,1,-8,101,93,5,85,97,111

# Other structures follow:
SMILES,VLA-4 inh,GASC-1 inh,AGP1 TOR yeast,RPL19A-GFP yeast,GRK2 inh,CIT2 TOR yeast,MEP2 TOR yeast,LAP4-GFP MLPCN
Cc1nn(Cc2ccccc2)c(C)c1C(=O)OCC(=O)Nc1cccc(S(N)(=O)=O)c1,0,8,98,93,0,89,91,99
CCN(CC)c1ccc(N=Cc2c(O)n(-c3ccc(Cl)cc3)c(=O)[nH]c2=O)cc1,-35,11,93,101,1,82,97,84
CCOc1ccc(N=Cc2c(O)n(-c3cc(C)cc(C)c3)c(=O)[nH]c2=O)cc1,3,8,101,96,2,93,98,106
O=C(O)c1cccc2c1NC(C(=O)O)C1CC(Sc3ccccc3[N+](=O)[O-])C(Cl)C21 (configuration not stated),13,5,100,97,60*,96,100,102
CCc1nn(CC(=O)N2CCC3(CC2)OCCO3)c(=O)c2cccn12,21,-22,108,102,0,100,106,105
Fc1ccc(Cn2nnnc2CN2CCC(n3nnc4cc(C(F)(F)F)ccc43)CC2)cc1,14,-7,108,97,9,103,95,102
CS(=O)(=O)NNP(=O)(NNS(C)(=O)=O)NC(=O)c1ccc(Br)cc1,1,-8,103,118,2,107,110,101
c1cncc(C2CCCN2)c1 (configuration not stated),-1,2,98,106,0,108,97,109
Cn1cc(Br)c(C(=O)Nc2ccc3c(C(F)(F)F)cc(=O)oc3c2)n1,5,6,93,113,1,95,102,72
Cn1cc(C(=O)NC2CC2)c2ccccc21,30,6,91,107,1,99,105,97
O=C1NC(=O)C(=Cc2ccc(-c3ccc(S(=O)(=O)N4CCOCC4)cc3)o2)C(=O)N1,12,15,89,96,1,72,91,108
CCCC1(CCC)C(=O)NC(=Nc2ccccc2)NC1=O,-6,2,101,100,0,103,100,106
O=C(CCC(=O)N1CCOc2ccc(Cl)cc21)N1CCC2(CC1)OCCO2,5,-2,98,95,0,97,93,98
N#Cc1ccccc1Cn1cc(C(=O)c2ccco2)c2ccccc21,5,-14,95,95,4,83,101,101
O=c1[nH]c(O)c(N=Nc2ccc(S(=O)(=O)N3CCOCC3)cc2)c(=O)[nH]1,8,1,98,102,4,92,109,108
CN1CCc2c([nH]c3ccccc23)C1,4,0,99,95,0,91,107,100
O=C(c1ccc2c(c1)ncn2-c1ccc(F)cc1F)N1CCC2(CC1)OCCO2,-9,0,99,106,0,103,101,98
COc1ccc(CCNC(C)CCc2ccc(OC)cc2)cc1 (configuration not stated),23,nt,103,101,1,102,111,103
O=C1/C(=C\c2ccc(Cl)cc2Cl)N2CCC1CC2,9,-11,100,100,1,96,91,112
COc1ccc(C(O)c2ccccc2OP(=O)(N(C)C)N(C)C)cc1 (configuration not stated),15,-47,100,97,1,98,100,104
CCCC(C)C1(CC)C(=O)NC(=Nc2ccc(F)cc2)NC1=O (configuration not stated),13,0,108,101,1,106,116,102
Cc1ccc2nc3c(cc2c1)CC1(C(=O)N(C)C(=O)N(C)C1=O)C1COCCN31 (configuration not stated),-4,14,103,103,1,107,101,104
CC1CCN(C(=O)C(C)Cl)CC1 (configuration not stated),-6,65,123,105,0,102,107,101
Cn1c(O)c(C=Nc2ccccc2Sc2ccccc2)c(=O)n(C)c1=O,-2,5,108,109,7,108,106,95
COc1ccc2c(c1O)C13CCN(C)C(C2)C1CCC(=O)C3 (configuration not stated),0,2,100,95,0,100,91,107

# (cont.)
SMILES,VLA-4 inh,GASC-1 inh,AGP1 TOR yeast,RPL19A-GFP yeast,GRK2 inh,CIT2 TOR yeast,MEP2 TOR yeast,LAP4-GFP MLPCN
NN=C(N)N,46,nt,88,97,0,81,97,121
COc1ccc(/C=C2/C(=O)NC(=O)N(c3ccccc3)C2=O)cc1CN1C(=O)c2ccccc2C1=O,-3,13,90,93,1,100,89,94
O=c1[nH]c(=O)n(-c2cccc(Cl)c2)c(O)c1C=NCCN1CCCCC1,-1,1,107,100,0,108,104,100
CN(C)c1ccc(/C=C2/C(=N\O)C3CCN2CC3)cc1,4,1,108,100,1,98,101,114
N=C(N)c1c(O)n(C2CCCCC2)c(=O)n(C2CCCCC2)c1=O,-5,7,102,101,2,102,109,102
C=CCN1CC[C@]23c4c5ccc(O)c4O[C@H]2C(=O)CC[C@@]3(O)[C@H]1C5,-3&11,-34,81&91,97&98,1&0,79&86,92&96,98&90
CCCCCCCC(=O)NC(Oc1ccccc1[N+](=O)[O-])C(Cl)(Cl)Cl (configuration not stated),10,-3,98,97,5,96,97,100
O=C(c1cccn2c(=O)c3cc(Br)ccc3nc12)N1CCC2(CC1)OCCO2,-5,16,91,94,0,89,102,89
CC(=O)c1cccc(OCC(O)CN2CC=C(c3ccccc3)CC2)c1 (configuration not stated),23,11,108,102,0,100,103,89
CN1CCc2nc3sc(C(=O)NC(C)(C)C)c(N)c3cc2C1,i,-1,106,103,3,104,100,100
C1CCC2S[C@H]3CCCCC3NC2C1 (some centres not stated),4,1,103,102,0,97,103,108
CC(C)NCC(O)c1ccc(C2CCCC2)cc1 (configuration not stated),9,1,98,102,0,96,83,92
CC1=[N+]([O-])C2(N)CCc3nonc3C2(O)C1 (configuration not stated),-4,2,105,99,2,103,104,97
CCN(CC)C(=O)c1ccc(NC(=O)CN2CCc3cc(OC)c(OC)cc3C2)cc1,1,3,98,101,0,100,100,94
c1ccc2nc(OCCN3CC3)ccc2c1,14,-5,101,102,0,101,107,96
CC1CN(CC(=O)c2ccccc2Cl)CC(C)O1 (configuration not stated),-4,-26,93,98,2,92,92,83
CCOC(=O)C(O)(c1ccc(N(CC)C(=O)COc2ccccc2)cc1)C(F)(F)F (configuration not stated),-50,5,94,102,0,106,108,97
NC1CCCCC1N=Cc1c(O)n(Cc2ccc(F)cc2)c(=O)[nH]c1=O (configuration not stated),9,3,108,105,0,106,101,103
COC(=O)C1=C(c2ccc(Cl)c(C(F)(F)F)c2)C[C@@H]2CC[C@H]1N2C(=O)NCc1ccco1,22,9,70,101,2,101,89,80
CC1C2Cn3c(nc4ccccc43)C1N(C)O2 (configuration not stated),-13,-10,90,97,1,108,84,105
O=C1Nc2cc(C(=O)N3CCC4(CC3)OCCO4)ccc2NC1CSCc1cccc(F)c1 (configuration not stated),-4,-18,107,104,4,112,104,103
COc1cccc(CNC2CN3CCC2CC3)c1OC (configuration not stated),5,1,103,102,0,98,102,98
Cc1ccc(CN2CCCN(Cc3ccc(C)cc3)S2(=O)=O)cc1,4,0,97,105,0,92,107,110
CCOc1ccc2[nH]c(=O)c(CN(CCO)C3(c4nnnn4C4CCCCC4)CCCCC3)cc2c1,-4,7,101,101,1,102,103,97
Fc1ccccc1CN1CCN(c2ccc(Cl)cc2)CC1,-7,-4,104,103,0,103,107,101
COc1ccc(/C=N\N=C(N)N)cc1,16,10,95,91,0,97,88,93
CCC(C)NC(=O)CN1C(=O)CN=C(c2ccccc2)c2ccccc21 (configuration not stated),-11,4,96,99,0,100,101,93
CNc1cc(N2CCNCC2)ccc1[N+](=O)[O-],30,-11,99,107,0,106,102,93
O=C(c1ccc2c(=O)n(Cc3ccc4c(c3)OCO4)c(=S)[nH]c2c1)N1CCC2(CC1)OCCO2,-5,-5,105,102,0,112,105,101

# 3 compounds out of the list, sorted by SMILES length, ascending:
SMILES,VLA-4 inh,GASC-1 inh,AGP1 TOR yeast,RPL19A-GFP yeast,GRK2 inh,CIT2 TOR yeast,MEP2 TOR yeast,LAP4-GFP MLPCN
CC1=[N+]([O-])C2(N)CCc3nonc3C2(O)C1 (configuration not stated),-4,2,105,99,2,103,104,97
CN1CCc2nc3sc(C(=O)NC(C)(C)C)c(N)c3cc2C1,i,-1,106,103,3,104,100,100
O=c1[nH]c(=O)n(-c2cccc(Cl)c2)c(O)c1C=NCCN1CCCCC1,-1,1,107,100,0,108,104,100
